Screening data as filed in PubChem.
DENV2 CPE: inhibitors of DENV2 cytopathic effect, primary screen, cell-based, plate reader, single concentration. CPE inhibition, % at 9.99 µM. actives 1.7% (n = 350,000). DENV2-infected cells, cytopathic effect rescue; in the data active = CPE inhibition above about 20%, passing the limit was not always enough; inconclusive = no clear call, values can overlap the other calls; tested in BHK-21 cells;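 note: 0% = median of neutral control wells and 100% = median of positive control wells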
ARNT-TACC3 inh: disruptors of ARNT/TACC3 protein interaction, primary screen, biochemical, AlphaScreen, single concentration; inhibition, % at 9.99 µM; AlphaScreen His-ARNT PAS-B/GST-TACC3 binding, luminescence; TACC3 fragment carries E629A point mutation; Transforming acidic coiled-coil-containing protein 3 (Homo sapiens), Q9Y6A5; actives 0.66% (n = 390,000); AID 623870, 2012;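 active = mean inhibition of replicates at least 50% and at least half of replicates each reaching 50%; inconclusive = half or more replicates reach 50% but mean below 50%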;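 note: 0% = complete ARNT plus TACC3 wells and 100% = ARNT alone without TACC3; many hits fall short of the cut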
EWS-Fli inh: EWS/Fli-driven NR0B1 reporter inhibitors, primary screen, A673 cells, NR0B1 luciferase, luminescence, MLPCN library | inhibition, % at 12.6 µM | actives 0.67% (n = 350,000) | viability-normalised;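 active = mean inhibition of at least 50% after viability correction, with every replicate also passing that limit; inconclusive = mean reaches 50% but only one of two replicates passes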;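 note: firefly luciferase signal divided by Alamar Blue viability fluorescence both relative to DMSO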
F508del corr: F508del CFTR correction, initial screen, CFBE line, single point; CFBE cells, YFP halide quenching; stimulated with forskolin plus potentiator P3; % fluorescence drop versus neutral controls; activity (quench increase), % at 7.58 µM; actives 0.36% (n = 350,000);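 active = mean added fluorescence quench of at least 8% versus neutral control, with both replicates also reaching 8%; inconclusive = only one of the mean or replicate conditions met; inactive = mean below 8% and not both replicates reaching 8%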;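 note: cells transiently co-express mutant CFTR-F508del with the halide-sensitive YFP; corrector assay measuring rescue of mutant channel to the surface after 24 h compound exposure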
ERp5 block: inhibitors of ERp5-driven insulin aggregation, primary screen, biochemical, turbidity, absorbance 650 nm, single point; Protein disulfide-isomerase A6 (Homo sapiens), Q15084; actives 0.05% (n = 350,000); inhibition, % at 9.99 µM; 90 min;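 active = mean replicate inhibition above about 25%, with every replicate also reaching it, limit read from the data, passing the limit was not always enough; inconclusive = only one of those two criteria met; inactive = neither criterion met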
Target sequence (Q15084 whole entry, looked up): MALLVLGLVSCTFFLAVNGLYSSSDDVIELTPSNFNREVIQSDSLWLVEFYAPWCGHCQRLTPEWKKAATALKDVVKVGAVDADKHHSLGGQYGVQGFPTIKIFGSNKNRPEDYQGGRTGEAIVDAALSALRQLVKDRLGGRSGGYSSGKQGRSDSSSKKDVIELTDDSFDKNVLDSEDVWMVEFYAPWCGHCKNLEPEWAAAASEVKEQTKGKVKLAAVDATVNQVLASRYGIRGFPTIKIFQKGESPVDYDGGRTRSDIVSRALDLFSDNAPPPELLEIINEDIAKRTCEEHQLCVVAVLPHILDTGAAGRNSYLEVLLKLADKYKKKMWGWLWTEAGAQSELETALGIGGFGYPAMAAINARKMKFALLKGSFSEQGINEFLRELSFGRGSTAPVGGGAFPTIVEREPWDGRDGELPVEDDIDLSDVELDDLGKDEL
PAX8 reporter: inhibitors of PAX8-driven TPO luciferase reporter, primary screen, RMG-I cells, single concentration. SteadyGlo, 24 h. inhibition, % at 12.6 µM. actives 1.2% (n = 360,000). AID 652154, 2013;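 active = mean replicate inhibition at least 60% with every replicate also reaching 60%; inconclusive = only one of the two criteria is met; inactive = mean below 60% and not all replicates reaching 60%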;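 note: luciferase light reporting Pax8 driven TPO promoter activity; plate controls were median of neutral control wells for no effect and mitoxantrone controls for full effect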
INS-1E GSIS act: GLuc luminescence reporter in INS-1E cells, primary screen for activators of glucose-dependent secretion of insulin | INS-1E GLuc reporter insulin secretion, 2-3 h | activation, % at 16.6 µM | actives 0.61% (n = 370,000) | AID 743287, 2014;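 active = lowest replicate activation of at least 40%, so every replicate reaches that level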;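 note: 0% = median of neutral control wells and 100% = median of IBMX positive control wells; some compounds called inactive have numbers as strong as hits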
Xi reactivation: activators of inactive X chromosome reactivation, primary screen, imaging, XiGFP fibroblasts, GFP high-content imaging, set 2 | XiGFP mouse fibroblasts, % GFP-positive cells imaging, 3 d; cells co-treated with 5-aza-dC sensitizer; scaled so ellipticine positive control = 100% | activation, % at 7.58 µM | actives 0.055% (n = 360,000) | AID 743238, 2013;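 active = mean normalized replicate activation at least 10% and every replicate at or above 10%; inconclusive = only one of the two criteria met; inactive = mean below 10% and not all replicates reach 10%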;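 note: 0% = median of on-plate neutral control wells and 100% = ellipticine 6 µM median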
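Assay system: SV40-immortalized XiGFP fibroblast cells, line 68-5-11; buffer or medium: DMEM plus 5-aza-dC sensitizer; compound: one concentration, pinned; timing: compounds 3 days, fix/stain 15 min at room temperature; benchmarks: positive control ellipticine, 6 µM final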
An asterisk follows results filed as active; ? = inconclusive; / = not tested or not shown.

SMILES	DENV2 CPE	ARNT-TACC3 inh	EWS-Fli inh	F508del corr	ERp5 block	PAX8 reporter	INS-1E GSIS act	Xi reactivation
O=C(Nc1ccc(S(=O)(=O)Nc2cnc3ccccc3n2)cc1)c1ccc([N+](=O)[O-])cc1Cl	16.7	-2.8	-6.0	-1.9	1.8	34.3	-8.3	0.3
CCCOC1CCCN(C(=O)CCc2nnc(CCCCc3ccccc3)o2)C1 (stereo not drawn)	5.4	2.4	-9.2	-4.8	6.6	-11.2	-6.1	0.0
COc1ccccc1/C=C\C(=O)NCC(=O)N/N=C/c1ccc(O)cc1O	-1.1	54.2*	8.7	1.2	-0.7	10.0	-8.5	0.8
C[C@@H]1CN([C@@H](C)CO)C(=O)c2ccccc2-c2ccccc2CO[C@@H]1CN(C)Cc1cccc2c1OCCCO2	/	/	2.0	-1.6	/	-9.8	13.8	0.0
COc1ccc(NC(=O)N(C)C[C@H]2Oc3ncc(C#CCC(C)C)cc3C(=O)N([C@@H](C)CO)C[C@H]2C)cc1	-2.8	1.9	12.4	1.0	-0.2	/	-4.5	-1.2
Cc1ccc([C@@H]2[C@@H]3C(=O)N(c4ccccc4)C(=O)[C@@H]3[C@]3(C)C(=O)N(Cc4ccccc4)CC(=O)N23)o1	-17.4	1.1	-12.8	1.5	-4.7	-26.9	-19.3	0.1
O=C(O)c1cc(S(=O)(=O)Nc2ccc3c(c2)OCCO3)c(Cl)cc1Cl	-2.9	/	32.9	-1.8	-1.7	5.8	-8.6	0.1
O=C(Nc1ccc(S(=O)(=O)Nc2ncccn2)cc1)C(F)(F)F	-3.4	-2.3	2.2	-5.3	0.5	11.9	5.9	0.1
CCCC#Cc1ccc([C@H]2[C@@H](CO)N3C(=O)CN(C(=O)c4ccc(F)cc4)C[C@H]23)cc1	-5.7	/	-5.9	0.0	6.6	/	4.8	0.4
O=C(N[C@@H]1C=C[C@@H](CC(=O)N2CCCCC2)O[C@H]1CO)c1ccccn1	19.4	7.2	-2.4	1.1	0.6	6.8	7.9	0.3
C/C(N)=C(/C#N)C(=O)COC(=O)C(c1ccccc1)c1ccccc1	4.9	0.5	-13.7	-3.9	3.6	-7.4	8.9	0.1
O=C(O)c1ccc(Nc2ncnc3scc(-c4ccccc4)c23)cc1	4.2	14.4	6.1	2.6	-6.7	10.1	0.6	0.0
C[C@H]1CN([C@@H](C)CO)C(=O)c2cc(NS(=O)(=O)c3cn(C)cn3)ccc2O[C@H]1CN(C)CC1CCCCC1	-1.8	-11.3	2.9	-6.2	0.0	/	20.9	0.0
NCc1nc(-c2ccc(Cl)cc2)no1	-0.6	/	-2.7	-2.5	-0.2	-11.0	-4.9	0.0
CO[C@@H]1CN(C)C(=O)c2cc(NC(=O)NC3CCCCC3)ccc2OC[C@H](C)N(CCc2ccccc2)C[C@H]1C	5.5	-2.7	8.5	-6.4	0.1	/	-41.6	0.1
CCc1ccc(C(=O)NN=C2CCCCCC2)s1	0.5	2.4	/	2.2	-0.6	-23.6	-7.9	-0.1
C[C@H](CO)N1C[C@H](C)[C@H](CN(C)C(=O)C2CC2)Oc2ncc(C#CC3(O)CCCC3)cc2C1=O	/	/	-1.1	1.5	/	/	7.8	-0.7
Cc1ccc(-c2nc3cccnc3s2)cc1NS(=O)(=O)c1ccc2c(c1)CCCC2	7.6	/	0.3	0.9	-2.7	-3.2	/	-0.1
O=C(CCNC(=O)c1ccccc1Cl)Nc1ccc(S(=O)(=O)N2CCOCC2)cc1	-3.2	/	-4.6	2.5	-3.3	-5.0	30.7	0.1
Cn1cnc(CCNC(=O)C[C@H]2CC[C@@H]3[C@H](COC[C@H](O)CN3C(=O)C3CC3)O2)c1	-8.8	-3.2	9.2	1.9	2.1	-4.6	2.6	0.0
C[C@H](CO)N1C[C@H](C)[C@@H](CN(C)Cc2ccc3c(c2)OCO3)Oc2ccc(NC(=O)C3CCCCC3)cc2C1=O	-10.8	-0.5	3.9	2.2	-1.8	/	4.7	0.2
Cc1ccc(S(=O)(=O)NC[C@H]2CC[C@@H]3[C@@H](CN3C(=O)CN(C)C)O2)cc1	-4.5	/	-1.5	0.5	3.1	-3.1	/	/
CCCCN1C(=O)C(=O)N(CC(=O)Nc2ccccc2C(C)=O)C1=O	2.5	-0.3	10.4	-0.9	-3.3	13.8	3.0	0.1
COc1ccc(NC(=O)c2ccc(-c3ccc(F)cc3)o2)cc1OC	0.3	/	-22.0	0.1	6.0	-26.3	2.9	-0.1
O=C(CNCC1CCCO1)NCc1ccco1 (stereo not drawn)	-2.6	-8.8	1.9	-5.0	-1.1	-15.5	10.1	0.1
COC(=O)[C@]12CCCCC=C1N(Cc1ccccc1)C(=O)[C@H](CC(=O)N1CCOCC1)C2	-13.6	/	3.9	-0.2	-1.0	-1.4	3.1	0.0
CO[C@@H]1CC[C@H]2CCN(C)C(=O)CCCN(C)C(=O)c3cccc(C#N)c3OC[C@H]1O2	6.0	-1.3	-8.3	/	-3.1	0.9	25.3	0.0
Cc1cccc(C)c1NC(=O)c1csc([C@@H]2O[C@H](CO)[C@H](O)[C@H](O)[C@H]2O)n1	6.1	/	38.4	-1.9	0.5	-2.7	52.5*	-0.1
Cc1ccc(-c2ccc3c(c2)O[C@H](CN(C)C(=O)Nc2ccc(F)cc2)[C@@H](C)CN([C@@H](C)CO)S3(=O)=O)cc1	14.4	1.2	24.1	11.7*	-6.7	/	-7.9	-1.4
N#Cc1c2c(c(-c3ccccc3Cl)[nH]c1=S)CCCC2	1.5	19.4	9.5	/	-6.8	-3.5	-10.0	0.0
COc1ccc(C(=O)N2CCN(C(=O)Cc3ccccc3)CC2)cc1	?	-2.6	2.2	/	-2.8	3.6	2.8	-0.1
O=S(=O)(c1ccc(C(F)(F)F)cc1)N1CCCc2nc(-c3ccc(Br)cc3)ccc21	5.4	/	-5.9	-1.2	1.5	-6.7	/	0.1
O=C(CC1CCCC1)N1CCN(S(=O)(=O)c2cccc(F)c2)CC1	-0.3	-1.1	2.7	0.5	-1.8	2.4	14.6	0.1
COc1ccc(/C=C2\CCC(C3CCCC3)C2=O)cc1Cn1nc(C)cc1C (stereo not drawn)	/	-1.1	/	/	/	-3.1	-17.9	0.1
CCOC(=O)c1ccc(-n2c(C)nc3ccc(Br)cc3c2=O)cc1	-6.3	-6.4	-4.2	0.8	-0.6	12.9	14.3	-0.1
Cc1ccc(NC(=O)CSCC(=O)NCc2ccco2)cc1	-3.8	-5.2	-5.8	1.1	-1.7	1.6	-0.6	0.0
Cc1cccc(C)c1NC(=O)C(C1CC1)n1c(=O)c(-c2ccco2)nc2ccccc21 (stereo not drawn)	-13.0	/	-10.0	-1.7	4.3	11.1	-0.7	-0.1
Cc1cc(C)c(C(=O)NC2CCCc3c2cnn3-c2cccc(C)c2C)o1 (stereo not drawn)	-6.3	-2.3	-30.3	8.4*	1.7	0.9	-7.0	0.3
CCN(CC)C(=O)C1=C(C)N(Cc2ccc(F)cc2)C(=O)C(CC(=O)NC2CCCCC2)C1 (stereo not drawn)	-6.2	/	6.1	0.1	6.2	-98.6	1.7	-0.1
O=C(Nc1ccc2c(c1)OCCO2)c1ccc2nccnc2c1	-2.8	-4.6	-17.7	7.5	-2.8	/	11.0	/
CO[C@H]1CN(C)C(=O)c2ccc(NC(=O)C3CCCC3)cc2OC[C@@H](C)NC[C@@H]1C	1.8	-5.1	-10.5	0.0	0.6	5.0	-7.5	-0.1
C[C@H]1CCCCO[C@@H](CN(C)Cc2ccccc2)[C@@H](C)CN([C@@H](C)CO)C(=O)c2cc(NC(=O)C3CCCCC3)ccc2O1	-4.8	15.3	9.4	-1.0	-2.4	10.2	-17.9	-0.2
CCOc1cccc(C(=O)NC(=S)Nc2ccc(N3CCN(CC)CC3)cc2)c1	12.8	17.5	-13.3	3.1	1.4	-23.2	-5.9	0.0
COCCSc1ccccc1C(=O)N1CCN(Cc2ccccc2)CC1	/	12.2	-6.1	-0.4	3.3	5.1	-2.4	0.0
COc1ccc(CCN(Cc2ccccn2)C(=S)Nc2ccc(C)cc2)cc1OC	2.8	23.4	9.3	-2.3	-2.2	5.9	28.6	0.0
COc1ccc(NC(=O)CC2SC(=NCC3CCCO3)NC2=O)c([N+](=O)[O-])c1 (stereo not drawn)	2.0	-4.8	-6.9	-1.7	2.3	-2.6	-11.2	0.0
C[C@H](CO)N1C[C@H](C)[C@H](CN(C)C(=O)Nc2ccccc2)Oc2ccc(NS(=O)(=O)c3ccc(F)cc3)cc2CC1=O	-10.4	-10.5	-0.3	-3.2	-4.1	/	15.4	0.3
O=C(Cc1ccccc1[N+](=O)[O-])Nc1ccccc1C(=O)N1CCCC1	-4.4	4.5	0.2	1.3	4.1	9.3	27.0	0.0
C/C(=N/NC(=O)c1cnccn1)c1cccs1	/	9.5	/	/	/	-75.6	22.7	0.1
O=C(Nc1cccc(C(=O)O)c1)/C(=C\c1ccccc1)NC(=O)c1cccc2ccccc12	6.5	-10.0	-6.4	3.1	0.6	3.5	7.8	0.3
COc1ccc(S(=O)(=O)N(C)C[C@H]2OCCCC[C@@H](C)Oc3ccc(NC(=O)c4ccncc4)cc3C(=O)N([C@H](C)CO)C[C@@H]2C)cc1	-4.4	-3.6	0.2	0.7	-1.6	-17.0	15.9	0.3
COCCNC(=O)NC(=O)COC(=O)C1(c2ccc(Cl)cc2)CC1	-3.5	-2.3	11.8	3.9	-4.5	7.1	18.2	0.0
C[C@@H]1CCCCO[C@H](CN(C)C(=O)NC2CCCCC2)[C@H](C)CN([C@@H](C)CO)C(=O)c2cc(NS(=O)(=O)c3ccc(F)cc3)ccc2O1	50.6*	-2.9	3.1	-1.4	-8.7	20.5	-25.9	-0.1
CN(C)C(=O)C[C@H]1CC[C@H](NC(=O)Nc2cccc(F)c2)[C@H](CO)O1	-1.4	-2.1	1.5	1.9	7.9	0.8	-6.9	0.6
COc1ccc(-c2cc(=O)oc3cc(OC(C)C(=O)Nc4ccc(CN5CCOCC5)cc4)ccc23)cc1 (stereo not drawn)	-3.9	20.3	/	-2.0	/	11.3	15.4	-0.1
CSc1ncc(CN2CCc3c([nH]c4ccccc34)C2C(C)(C)C)cn1 (stereo not drawn)	-2.2	2.7	19.8	0.5	2.7	13.4	1.2	0.1
CC(C)CN(C(=O)COC(=O)/C=C/c1cccs1)c1c(N)n(Cc2ccccc2)c(=O)[nH]c1=O	8.7	-3.3	4.4	-1.2	-12.0	-26.5	43.7*	-0.1
Cc1cc(C(=O)N2CCN(C/C=C/c3ccccc3)CC2)cs1	-0.6	0.7	-7.9	-1.6	5.4	/	-19.5	/
